Pf Dd2 growth = Plasmodium falciparum Dd2 growth inhibition; P. falciparum Dd2 growth, SYBR Green, 72 h; Potency, µM (doses to about 28.9 µM), inactives show at the highest dose activity, negative = inhibition, hits mostly inhibitors; 120,000 compounds, 4.3% hits; AID 1347417; active means well fitted inhibition curve with a large enough effect; inconclusive means small, poorly fitted or top-dose-only effect; inactive means no such curve, though single readings can be large or run the other way;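 further: plate controls were DMSO vehicle for no effect and reference drug for full effect; nearly all actives have a fitted effect of over 65% in size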
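Readout: SYBR Green fluorescence, 485 nm excitation, 535 nm emission, after ~16 h lysis at 37C. Before that, Dd2-infected red cells (2.5% hematocrit) grew 72 h with compound, 29 uM top final concentration.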
The depositor's hits bear a star; i = inactive; ? = inconclusive; & = joins results of further samples; [ ] = another dose, or the depositor's remark. Potency means the concentration at half of the fitted maximal effect.

Start of the data: the first 2 compounds, ahead of the listing:
no.	SMILES	Pf Dd2 growth
1	COCCOC1CCOC2(CCN(C(=O)Cc3ccccc3F)CC2)C1 (stereo not given)	?
2	CN(C)C[C@H]1O[C@H](Cc2cc(CN3CCOCC3)on2)CC[C@@H]1O	0.9%[44.1 µM]

Results, from the start:
no.	SMILES	Pf Dd2 growth
1	COCCOC1CCOC2(CCN(C(=O)Cc3ccccc3F)CC2)C1 (stereo not given)	?
2	CN(C)C[C@H]1O[C@H](Cc2cc(CN3CCOCC3)on2)CC[C@@H]1O	0.9%[44.1 µM]
3	COc1ccc(Br)cc1CNC(=O)CCSCc1ccc(C)cc1	13.7%
4	CCOC(=O)c1ccc(NC(=O)CC2C(=O)N(c3ccccc3)C(=O)N2C2CCCCC2)cc1 (stereo not given)	15.2%
5	CC(C)c1noc(-c2cn(C3CCN(C(=O)c4ccc(Cl)cc4)C3)nn2)n1 (stereo not given)	i
6	c1ccc(CN2CCN(c3nccc(-c4ccncc4)n3)CC2)nc1	1.9%
7	COc1ccc2nc(NC(=O)c3ccc(S(=O)(=O)N4CCC(C)CC4)cc3)sc2c1	27.8%
8	O=C(Nc1ccc(S(=O)(=O)N(Cc2ccccc2)c2ccccc2)cc1)c1ccc([N+](=O)[O-])cc1	72.3%[activator]
9	Cn1cnc2ccc(-c3cccc(O)c3)nc2c1=O	?
10	COc1ccccc1C(=O)NC1CCN(c2cc(-c3cccs3)[nH]n2)C1 (stereo not given)	i
11	CN(C)C(=O)c1ccn2nccc2c1	-6.1%[44.1 µM]
12	COc1ccc(-c2noc([C@@H]3CCCN3C(=O)c3ccc(C#N)cc3)n2)cc1OC	?
13	CN(Cc1ccc(F)cc1)Cc1ccccc1C(F)(F)F	-25.6%&3.8%[44.1 µM]
14	Cc1cccc(OCCc2noc(C3CCN(C(=O)c4cc(C)nn4C)C3)n2)c1 (stereo not given)	i
15	CC(O)CNc1nc2c(c(=O)n(Cc3ccc(Cl)cc3)c(=O)n2C)n1C (stereo not given)	i
16	CN[C@@H](C)C(=O)N1CC[C@H](NC(=O)c2ccncc2)C[C@H]1C(=O)N[C@@H](Cc1ccc(OC)cc1)C(N)=O	28.2%
17	O=C1CCN(S(=O)(=O)c2ccccc2)CCCN(C(=O)COc2ccccc2)CCN1	5.7%
18	COc1ccc(S(=O)(=O)NC[C@H]2C[C@@H]3CCN2C[C@@H]3CN2CCC(Cc3ccccc3)CC2)cc1	?
19	CCN(CC)C(=O)Cn1ccn2nc(-c3ccccc3)c(CO)c2c1=O	-60.7%
20	O=C(NCc1ccccc1)c1ccc(CS(=O)(=O)c2c(Cl)cccc2Cl)o1	i
21	CN(C)c1ccc(NC(=O)Cn2cccc2-c2nc(-c3ccc4c(c3)OCO4)no2)cc1	6.8%
22	CC(C)CN1C(=O)c2ccccc2C(C(=O)Nc2nccs2)C12CCCC2 (stereo not given)	?
23	CN(Cc1ccccc1)c1nnc(NC(=O)Nc2cccc(Br)c2)s1	?
24	COc1ccc(-c2[nH]nc3ncc(C(=O)N(C)c4cccnc4)nc23)c(C)c1	i
25	COc1ccc(N(Cc2cccs2)C(=O)c2ccc(Br)o2)cc1	-17.6%
26	COc1ccc2nc3oc(C(=O)NCc4ccccc4OC)cc3cc2c1	?
27	O=C(Nc1ccc(OC(F)(F)F)cc1)C(NS(=O)(=O)c1cccc2nsnc12)c1ccccc1 (stereo not given)	5.5%
28	CC(=O)N1CCc2c(sc3c2c(=O)n(CCc2ccccc2)c(=O)n3CC(=O)Nc2ccc(C)c(F)c2)C1	?
29	N#Cc1ccc(CN2CCCC3(CN[S+](=O)([O-])c4cccnc4O3)C2)cc1 (stereo not given)	i
30	CCOC(=O)C1CCN(C(=O)C2(c3ccc(NS(C)(=O)=O)cc3)CCCCC2)CC1	i
31	CCOC(=O)c1ccc(NC(=O)CN2C(=O)NC3(CCS(=O)(=O)CC3)C2=O)cc1	i
32	C=CCNC(=O)C(NC(=O)c1ccc2c(c1)OCO2)C1CCN(C(=O)c2cccc(F)c2)CC1 (stereo not given)	-29.9%
33	Cc1ccc(-n2ncc3c(=O)n(Cc4cccc(Cl)c4)cnc32)cc1C	2.0%
34	COc1ccc(NC(=O)Nc2cccc(OCc3cc(=O)n4cccc(C)c4n3)c2)c(OC)c1	-24.6%
35	Cc1cccc(OCCSc2nc3ccc(NC(=O)COc4ccccc4)cc3s2)c1	i
36	Cc1ccsc1-c1[nH]nc2ncc(-c3ccccc3O)nc12	i
37	CC1CCCN(c2ncnc3c2cnn3-c2ccc(F)cc2)C1 (stereo not given)	26.5%
38	C=CCn1cc2c3c(cccc31)[C@H](CC(C)C)N[C@H](C(=O)NCCCN1CCCC1=O)C2	i
39	COCC(=O)N1CCN(C(=O)c2cccc(F)c2)C[C@H]1C(=O)OC	-20.3%[44.1 µM]
40	CCOC(=O)c1cc(-c2ccc(C)cc2)n(CCC(=O)NCc2ccccc2)c1C	8.91µM*
41	CC(=O)N1CCC(Oc2ccc(Cl)cc2C(=O)N(C)Cc2csc(C)n2)CC1	-4.8%
42	COc1cc(OC)c(NC(=O)N2CCOc3ccc(C)cc32)cc1Cl	-28.0%
43	CCOc1ccc(NC(=O)Cn2nc(CC)n3c(cc4sccc43)c2=O)cc1	0.1%
44	N#Cc1ccc(C2c3nc[nH]c3CCN2Cc2ccc3ccccc3n2)cc1 (stereo not given)	?
45	CCN(Cc1nccn1C)C(=O)c1ccc(NC[C@H]2C[C@H]3C=C[C@H]2C32CC2)nc1	i
46	CC(C)CC1Nc2ccc(C(=O)NCCCOC(C)C)cc2NC1=O (stereo not given)	23.8%
47	COc1ccccc1C1NC(=O)N(CC(=O)N2CCCC2)C2=C1C(=O)OC2 (stereo not given)	16.2%
48	CC(C(=O)NCCc1ccccc1)N1C(=O)COc2ccc(C(=O)COc3cccc(Cl)c3)cc21 (stereo not given)	i

Molecules from the list above containing a furan ring, fused or not:
no.	SMILES	Pf Dd2 growth
20	O=C(NCc1ccccc1)c1ccc(CS(=O)(=O)c2c(Cl)cccc2Cl)o1	i
25	COc1ccc(N(Cc2cccs2)C(=O)c2ccc(Br)o2)cc1	-17.6%
26	COc1ccc2nc3oc(C(=O)NCc4ccccc4OC)cc3cc2c1	?

Continued:
no.	SMILES	Pf Dd2 growth
49	COc1ccc(-c2noc(-c3nc(-c4ccccn4)no3)n2)cc1	29.7%
50	O=C(c1cccnc1)N1CCC2(CC1)CC(N(Cc1ccc(F)cc1)C1CC1)CCO2 (stereo not given)	?
51	Cc1cc(C(=O)NCC23CCCC=C2NC(=O)CC3)n(C)n1 (stereo not given)	-22.9%
52	O=C(CC1CCCCC1)NC1CCN(C(=O)N2CC3CC(C2)[C@H]2CCCC(=O)N2C3)CC1 (stereo not given in full)	-20.3%
53	CCN(c1ccccc1)S(=O)(=O)c1ccc(F)c(C(=O)Nc2ccc(C)cc2)c1	-14.3%
54	COc1ccccc1C(=O)N1[C@H]2CC[C@@H]1c1cnc(-c3ccc(F)cc3)nc1C2	-1.6%
55	Fc1ccc(-c2[nH]ncc2CN(Cc2cccnc2)Cc2cccnc2)cc1	?
56	Cc1ccc(-n2nnc(-c3nsc(NC(=O)c4ccccc4)n3)c2C)cc1	11.8%
57	Cc1c(C(=O)N(C)C)sc2c1c(=O)n(-c1ccc(Cl)cc1)c(=O)n2CC(=O)C(C)(C)C	20.2%
58	COC(=O)c1cccnc1-n1c(=O)c2cccnc2n(CC(=O)Nc2c(C)cc(C)cc2C)c1=O	12.9%
59	O=C(NCC1CCCO1)C1COC2(CCN(C(=O)c3ccccc3F)CC2)N1C(=O)c1ccccc1 (stereo not given)	15.1%
60	NC(c1ccccc1)c1nnc2n1CCN(C(=O)N1CCOCC1)C2 (stereo not given)	-4.1%
61	Cc1ccc(NC(=O)C2Cc3ccccc3N2C(=O)c2ccccc2)cc1Cl (stereo not given)	42.8%[activator]
62	CCOc1cccc2sc(N3CCN(C(=O)C4CC4)CC3)nc12	i
63	CCn1c(CN(C)Cc2nc3c(C)cccc3[nH]2)nnc1C1CC(N)C1 (stereo not given)	-16.5%
64	CSc1ccc(CNC(=O)c2noc(-c3ccc(C)cc3)n2)cc1	11.0%
65	CN1C(=O)CS(=O)(=O)C12CCN(C(=O)c1ccncc1)CC2	-0.7%
66	Cc1ccc(-n2c(-c3ccco3)nc3c(cnn3-c3ccccc3Cl)c2=O)cc1	i
67	CC1CCN(S(=O)(=O)c2ccc3c(c2)N(CC(=O)O)C(=O)CO3)CC1	6.3%
68	O=C(O)Cc1sc(Nc2ccccc2)nc1-c1ccccc1	-20.9%
69	Cc1cnc(CCNC(=O)C2CCOCC2)n1C(C)C	7.8%
70	COCCN1CCN(C(=O)CC(c2ccccc2)c2ccc(Cl)cc2)CC1 (stereo not given)	?
71	c1ccc(N2CCN(C3CCCN(Cc4cn[nH]c4C4CCCCC4)C3)CC2)cc1 (stereo not given)	?
72	OCCN1CCN(C(c2ccc(Cl)cc2Cl)c2sc3nc(-c4ccco4)nn3c2O)CC1 (stereo not given)	4.1%
73	O=C(O)C[C@@H]1CCN(C(=O)C2CCCC2)C[C@@H]1CCN1CCN(c2cccc(C(F)(F)F)c2)CC1	-22.8%
74	O=C(c1cnc(N2CCOCC2)c2ccccc12)N1CCN(c2ccccc2F)CC1	-1.4%
75	COc1ccc(-c2cc(N3CCCN(C(=O)c4cccc(F)c4)CC3)n[nH]2)cc1	?
76	COc1ccc(CNc2nc(-c3ccc(OC)c(OC)c3)cc(C(F)(F)F)n2)cc1	i
77	O=C(Nc1cccc(Cl)c1)[C@@H]1C[C@@H](c2ccc(F)cc2)N([S+](=O)([O-])c2ccccc2)C1	-3.4%
78	COc1ccc(O)c(C2=Nc3ccccc3N=C(c3ccccc3)C2)c1	i
79	CC1CCCN1c1ccc(C(=O)N2CCC(Oc3cccnc3)CC2)cn1 (stereo not given)	?
80	CCCCNc1nc(Oc2ccc(=O)n(C)n2)nc(N(C)C)n1	23.2%
81	CCCCN(C)C(=O)Cn1ncc2c([nH]c3ccc(C)cc32)c1=O	i
82	CC(C)c1cc(C(=O)N2CCN(c3ncccc3C#N)CC2)n(C)n1	9.8%
83	Fc1ccccc1Nc1cnc2ccc(-c3ccccc3)nn12	?
84	Cc1ccc(CNc2ncnc3onc(C)c23)cc1	-25.9%
85	O=C1CCN(S(=O)(=O)c2ccccc2)CCCN(C(=O)C2CC2)CCN1	30.5%
86	COc1ccccc1CN1CCc2ncc(C(=O)NCCC(C)C)n2CC1	-26.1%[44.1 µM]
87	CN(C)Cc1nnc(C2CC(NC(=O)c3cn(-c4ccccc4)nn3)C2)n1C (stereo not given)	?
88	O=C(CCCc1ccccc1)N1CCC2(CC1)CC(Cc1nc(-c3cccnc3)no1)CCO2 (stereo not given)	?
89	Cc1ccc(C(=O)COC(=O)CCC(=O)Nc2ccc(Oc3ccccc3)cc2)cc1	2.6%
90	O=C(c1ccccc1F)N1CCC(c2nn(Cc3ccccc3)c(=O)[nH]2)CC1	26.6%
91	Cc1cc2nc3n(c(=O)c2n1CC(=O)Nc1ccc(F)c(Cl)c1)CCC3	0.2%
92	CCC(=O)Nc1cc(C(=O)NCc2ccc(N3CCOCC3)cc2)c2ccc(C)nc2c1	-19.8%
93	CC(C)CN1CCN(C(=O)CCC[C@@H]2[C@H]3CCCN4CCC[C@@H](CN2C(=O)c2ccccc2)[C@@H]34)CC1	i
94	COc1ccc(Cl)cc1NC(=O)c1ccc(CN2C(=O)CCn3nc(C)cc32)cc1	56.6%[activator]
95	COc1cccc(CNC(=O)C2CCCN(c3ncnc4onc(-c5ccc(F)cc5)c34)C2)c1 (stereo not given)	?
96	COc1ccc(C(=O)NC2CCCc3c2[nH]c2ccccc32)cc1OC (stereo not given)	?
97	O=S(=O)(c1cc(F)ccc1F)N1CCC(C2CCNC2)CC1 (stereo not given)	i
98	COCc1ccc2c(c1)c(OC(C)(C)C(=O)NCC1CC1)nn2Cc1ccccc1	4.47µM*
99	COc1ccc(Nc2cc3c(cn2)CN(CCc2ccccc2)CCN3)cc1OC	10µM*
100	COc1cc(NC(=O)Cn2c(-c3cnccn3)nc(C)c(C)c2=O)cc(OC)c1OC	?
101	CCOC(=O)c1c(C)oc2ccc(N(C(=O)c3ccncc3)S(=O)(=O)c3ccc(F)cc3)cc12	-3.2%
102	Nc1ncc(S(=O)(=O)NCc2ccccc2F)cn1	7.3%
103	CC1=C(C(=O)Nc2cccnc2)C(c2cccc(O)c2)n2nc(SCc3ccccc3)nc2N1 (stereo not given)	3.5%
104	COCCNC(=O)[C@@H]1CCC[C@@H](NCc2nccn2C)CN(C)C(=O)C1	1.6%[44.1 µM]

Other compounds.
no.	SMILES	Pf Dd2 growth
105	COc1ccc(C(Nc2ccccn2)c2ccc3ccc(C)nc3c2O)cc1C (stereo not given)	21.1%
106	C#C[C@H]1CN2CC[C@H]1C[C@@H]2COC(=O)NCCC	?
107	COc1ccc([C@@H]2CN(c3ncccc3C#N)C[C@H]2NC(C)=O)cc1	-6.5%
108	CC(C)(C)C1CCc2c(sc(NC(=O)Cn3nnc(-c4cccc(C(F)(F)F)c4)n3)c2C#N)C1 (stereo not given)	65.8%[activator]
109	CCn1ncc(N2CCC(NC(=O)Cc3cccs3)CC2)cc1=O	i
110	COCCNC(=O)c1ccc(OC2CCN(C(=O)[C@@H](C)N)CC2)c(Cl)c1	-12.8%
111	Cc1noc(C2CCCCCN2C(=O)Cc2ccccc2)n1 (stereo not given)	-20.5%
112	CC(=O)c1cccc(NC(=O)NC[C@H]2C[C@@H]3CCN2C[C@@H]3c2cc(-c3cccs3)nc(C)n2)c1	i

Screening data from PubChem BioAssay.

A portion of the library; the hit share may differ from the screen's.
